HCMV antiviral: qHTS Assay for inhibitors of the human cytomegalovirus (HCMV). HFF cells, HCMV-luciferase reporter, 72 h; hits give low values. AID 1259415, 2018. activity change, negative = inhibition, % at 57.5 µM. 410,000 compounds, 4.5% hits; in the data active = activity change below about -60%; inconclusive = no clear call, values can overlap the other calls; inactive = above about -39%
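After 16 h attachment at 37C, HFF cells received test compound and HCMV-luciferase (1 PFU/cell); reporter luminescence read 72 h later, data normalized against buffer-only and known inhibitor Salinomycin.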
AMA1-RON2 inh: qHTS for Inhibitors of AMA1-RON; Towards Development of Antimalarial Drug Lead: Primary Screen. AlphaScreen AMA1-biotinylated RON2 peptide binding. Potency, µM (series often up to 58.2 µM), inactives show at the top dose activity change, negative = inhibition, most hits filed as inhibitors. 360,000 compounds, 0.2% hits; active = well fitted inhibition curve with a large enough effect; inconclusive = small, poorly fitted or top-dose-only effect; inactive = no such curve, though single readings can be large or run the other way;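 note: potency is the fitted concentration of half-maximal effect; 0% = vehicle wells and -100% = peptide control; nearly all actives have a fitted effect of over 45% in size; some results filed as inactive show a strong effect at the top dose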
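AMA1 (3D7) with his tag at 25 nM final met compounds first, then biotinylated RON2 peptide at 25 nM; detection used donor plus acceptor beads, 10 µg/mL apiece, read by AlphaScreen after 30 min at room temperature.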
Numbers without * were called inactive; ? = inconclusive; [ ] = dose if it differs, or a comment. Unless noted, % is set by controls: 0 for no effect and ±100 for the full control effect. This is a subset (hit frequency here may not be typical).

Under each structure: HCMV antiviral, AMA1-RON2 inh
CCN(CC(=O)Nc1c(F)cccc1F)C(=O)CCCN1C(=O)c2ccccc2C1=O
  1.7, 8.3%
CC(=O)NC(c1ccc(F)c(F)c1)c1nc(-c2ccc(F)c(Cl)c2)cs1 (stereo unspecified)
  -21.2, -9.0%
Cc1nc2c(N)nn(C)c2nc1C
  -19.1, 9.2%
CS(=O)(=O)c1ccc(-c2cccc(NC(=O)c3ccc4c(c3)OCO4)c2)nn1
  9.9, 0.8%
CC1(C(=O)NS(=O)(=O)c2cccc(C#N)c2)CCN1C(=O)c1cccc2ccccc12 (stereo unspecified)
  48.2, 0.0%
COc1ccc(C(C(=O)NC2CCCC2)n2c(C3CCN(C(C)=O)CC3)nc3ccccc32)cc1 (stereo unspecified)
  25.5, -3.8%
Cc1ccc(S(=O)(=O)NC(=O)C2(C)CCN2C(=O)C2(c3ccc(Cl)cc3)CCC2)nc1 (stereo unspecified)
  ?, -4.4%
CCOC(=O)C1(C)CCCN1C(=O)c1ccc(C(=O)OC)cc1 (stereo unspecified)
  -5.4, -2.1%
COC(=O)/C=C1\OCc2cccc(C)c21
  -34.7, -4.5%
Cn1c(=O)[nH]c(=O)c2c1nc(Br)n2Cc1ccc(Cl)cc1
  30.7, -3.5%
N#Cc1ccc(Nc2nc(-c3ccccc3)c(C(=O)c3ccccc3)s2)cc1
  -34.9, 1.9%
COCCNc1nc(NCc2cccc(OC)c2)c2sccc2n1
  -16.7, -3.5%
COc1ccc(Cl)cc1CNC[C@H]1O[C@@H](n2ccc(N)nc2=O)[C@H](O)[C@@H]1O
  -6.1, 0.0%
CCc1nc2c(OCc3ccc(C(=O)N(C)C)cc3)cccn2c1N(C)C(=O)Nc1ccccc1OC
  -3.2, -6.0%
Cc1c(C(=O)NCc2ccc(Cl)c(Cl)c2)sc(=O)n1Cc1cccc(F)c1
  -20.5, -4.4%

Complete entries, looked up by structure. Values in the order: HCMV antiviral | AMA1-RON2 inh
CS(=O)(=O)c1ccc(-c2cccc(NC(=O)c3ccc4c(c3)OCO4)c2)nn1 is listed with 9.9 | 0.8%
N#Cc1ccc(Nc2nc(-c3ccccc3)c(C(=O)c3ccccc3)s2)cc1 is listed with -34.9 | 1.9%

(further entries)
Under each structure: HCMV antiviral, AMA1-RON2 inh
CC(O)(c1cccc(F)c1)c1nc(-c2cnc3ccccc3c2)cs1 (stereo unspecified)
  -18.8, -0.8%
CCCc1cc(CN(C)C(=O)c2ccc(OC3CCN(C(C)=O)CC3)c(OC)c2)[nH]n1
  -17.2, 5.3%
COCCCN1C(=O)C(CC(=O)NC(c2ccccc2)c2ccccc2)CC(C(=O)N2CCCCCC2)=C1C (stereo unspecified)
  9.7, 4.6%
Nc1ncnc2c1ccn2[C@H]1CN(Cc2ccc(Cl)cc2)C[C@@H](CO)O1
  -14.0, -4.0%
CCN(CC)C(=O)C1=C(C)N(Cc2ccc(C(C)(C)C)cc2)C(=O)C(CC(=O)NC2CC2)C1 (stereo unspecified)
  -7.8, 2.4%
Cc1ccc(-c2nc3c(Cl)cc(C(F)(F)F)cn3c2Cc2ccccc2)cc1
  29.5, 18.6%
O=C(O)c1ccc(CSc2nc3c(c(=O)[nH]2)CCC3)cc1
  1.3, 17.7%
COc1ccc(-c2coc3c(C(=O)N4CCN(C)CC4)cccc23)c(C)c1
  -27.9, -16.8%
COc1ccccc1CNCc1ccc2c(c1)OCO2
  19.6, -8.8%
CCNC(=O)C1(C)CCN(C(=O)c2ccc(C(F)(F)F)cc2)C1 (stereo unspecified)
  25.1, -2.4%
CCNC(=O)C1(C)CCCN(C(=O)/C=C/c2ccccc2)C1 (stereo unspecified)
  -32.3, -9.6%
CNC[C@@H]1Oc2cc(Br)ccc2S(=O)(=O)N([C@@H](C)CO)C[C@H]1C
  6.7, 7.7%
c1ccc(COc2ncnc3c2ncn3CCCN2CCN(c3ncccn3)CC2)cc1
  6.7, -18.7%
COc1cc2c(cc1[N+](=O)[O-])-c1ccc([N+](=O)[O-])cc1C2=NO
  -94.1*, -6.9%
O=c1ccc(-c2nc3ccccc3n2C(CCc2ccccc2)c2nc3ccccc3[nH]2)c[nH]1 (stereo unspecified)
  -8.6, -7.5%

Under each structure: HCMV antiviral, AMA1-RON2 inh
COc1cc(C(O)c2nc(-c3cncnc3)cs2)ccc1F (stereo unspecified)
  4.9, -4.1%
COc1ccc(CCC(=O)N2c3ccccc3N=C(c3ccc(C(F)(F)F)cc3)C2C(=O)NC(C)C)cc1 (stereo unspecified)
  2.6, -6.8%
O=C(c1ccccc1F)N1CCC2CC1c1cc(N3CCCCC3)ccc12 (stereo unspecified)
  -4.6, ?
N#Cc1ccc(S(=O)(=O)NC[C@H]2O[C@@H](n3ccc(N)nc3=O)[C@H](O)[C@@H]2O)cc1
  -13.2, -6.7%
COc1ccc(OC)c(CN2CCN(C(=O)c3cccc(S(=O)(=O)N(C)c4ccccc4)c3)CC2)c1
  12.3, -22.2%
Cc1cc2oc(=O)cc(CN3CCCC3)c2cc1C
  -4.4, 1.4%
O=C(C[C@H]1C=C[C@@H](NS(=O)(=O)c2ccccc2)[C@@H](CO)O1)NCc1ccc(Cl)c(Cl)c1
  -9.2, -4.1%
CC(C)NC(=O)CN1CCN(C(c2ccnc3ccccc23)c2nnnn2-c2ccc3c(c2)OCCO3)CC1 (stereo unspecified)
  -10.1, -0.2%
O=C(NC1CC1)c1[nH]c(C(F)(F)F)nc1-c1ccccc1
  -10.8, -6.2%
CC(C)(C)n1nnnc1C1c2ccccc2C(=O)N1CCc1c[nH]c2ccccc12 (stereo unspecified)
  -9.7, 13.6%
COC(=O)C1(C)CCCC2(C)C3CCC(C(C)C)C(CO)C3C(CO)CC12 (stereo unspecified)
  15.2, 0.0%
CC1(C(=O)NS(=O)(=O)c2ccc(F)cc2F)CCN1C(=O)CC1CCCC1 (stereo unspecified)
  ?, 0.0%
Cc1ccc(C(=O)N2c3ccccc3N=C(c3ccccc3)C2C(=O)NC(C)C)cc1 (stereo unspecified)
  -5.9, 6.5%
Nc1ncnc2c1ncn2[C@@H]1O[C@H](C(=O)N2CCN(c3ccc(Cl)cn3)CC2)[C@@H](O)[C@H]1O
  -0.2, 16.1%
Cc1cccc(NC(=O)c2nc[nH]c2C(=O)Nc2ccccc2F)c1
  -29.5, 110.4%[activator]

Under each structure: HCMV antiviral, AMA1-RON2 inh
COc1cccc(C(O)c2nc(-c3ccc(C)c(C)c3)cs2)c1 (stereo unspecified)
  -60.7*, 16.1%
CC(C)(C)C(=O)Nc1ccc(N2CCN(C(=O)c3cccs3)CC2)cc1
  40.8, -1.9%
CC(=O)OCC(C)n1c(=O)c2ccccc2n1C(C)=O (stereo unspecified)
  44.3, 0.7%
CCOC(=O)C1=C[C@@H](c2ccccc2)N(S(=O)(=O)c2ccc(C)cc2)[C@H]1c1cccc(Cl)c1
  ?, 5.7%
Cc1ccc2nc(-c3cccc(Br)c3)c(CC3CCCCC3)n2c1
  69.5, 3.8%
CNC(=O)Oc1c(C)[nH]ccc1=O
  -19.3, 170.4%[activator]
CCC(=O)N1CCC1(C)C(=O)Nc1cc(-c2ccccc2)nn1C (stereo unspecified)
  21.8, -8.8%
CNc1cncc(-c2ccc(OC)cc2OC)n1
  -32.9, -1.8%
O=C(NCc1ccccc1)C1C(c2ccccc2)=Nc2ccccc2N1C(=O)c1ccncc1 (stereo unspecified)
  ?, -3.6%
COCCNC(=O)C1(C)Cc2c(-c3ccc4c(c3)OCO4)ccnc2O1 (stereo unspecified)
  -9.4, 5.5%
CC1=C(C(=O)N2CCOCC2)CC(CC(=O)NC(c2ccccc2)c2ccccc2)C(=O)N1Cc1ccc(C(C)(C)C)cc1 (stereo unspecified)
  -11.7, -8.3%
Clc1ccc2nc(C3CCCCC3)c(Cc3ccsc3)n2c1
  1.7, 0.0%
CC(C)(C)c1ccc(C(=O)N2CCC2(C)C(=O)Nc2ccc3[nH]ncc3c2)cc1 (stereo unspecified)
  ?, -2.9%
CCN(CC)CCNc1ccc(CO)c2oc3cc(Cl)ccc3c(=O)c12
  -28.3, -13.1%
CC(=O)Oc1ccccc1Cn1c(C)c(C(=O)N(C)Cc2ccc(F)cc2)sc1=O
  ?, -3.0%

Under each structure: HCMV antiviral, AMA1-RON2 inh
COc1cccc(C(=O)N2C(C(C)C)COc3cc(Br)ccc3S2(=O)=O)c1 (stereo unspecified)
  24.9, -2.7%
Nc1ncnc2c1ncn2[C@@H]1O[C@H](CNC(=O)OC[C@@H](N)Cc2ccccc2)[C@@H](O)[C@H]1O
  -4.7, 7.9%
CC(C)(C)NC(=O)C(c1cc2ccccc2o1)n1c(=O)c(-c2ccco2)nc2ccccc21 (stereo unspecified)
  55.6, 2.9%
Cc1noc(C)c1-c1ccc(C(=O)Nc2cccc(C(F)(F)F)c2)c2occc12
  29.6, -0.6%
Cc1ccc(OCc2nc3ccccc3n2C(C(=O)Nc2c(C)cccc2C)C2CC2)cc1 (stereo unspecified)
  106.2, ?
O=C(Nc1ccc(F)c(Cl)c1)c1csc(COCCO)n1
  24.2, -1.4%
Cc1ccc(-c2nc3ccc(C)cn3c2Cc2cccc(Cl)c2)cc1
  24.6, -9.8%
CCC(=NNc1ccc([N+](=O)[O-])cc1[N+](=O)[O-])c1ccccc1
  45.9, -4.9%
COc1ccc(C(C#N)=C2C=CC(=NO)c3ccccc32)cc1
  -90.8*, 12.6µM*
CC(C)(C)NC(=O)C1c2ccccc2OCC(=O)N1CCCN1CCOCC1 (stereo unspecified)
  -0.8, 9.3%
Cc1ccc(S(=O)(=O)NC(=O)Cn2nnc(-c3ccccc3)c2COc2ccc3ccccc3c2)cc1
  23.1, 3.0%
CC1(C(=O)NS(=O)(=O)c2ccc(C#N)cc2)CCN1C(=O)CCc1ccc(Cl)cc1Cl (stereo unspecified)
  33.9, 22.3%
Cc1ccc2c(CN3CCN(c4ccc(Cl)c(Cl)c4)CC3)cc(=O)oc2c1
  9.2, 13.9%
CC(=O)c1ccc(-c2cnc3c(NC=O)cc(-c4ccc(N5CCN(C)CC5)cc4)cn23)cc1
  63.2, -13.8%
O=C(NCc1ccccc1)C1c2ccccc2OCC(=O)N1Cc1ccccc1 (stereo unspecified)
  -3.1, -11.0%

Some of these compounds in order of number of heavy atoms, high to low.
Under each structure: HCMV antiviral, AMA1-RON2 inh
CC1=C(C(=O)N2CCOCC2)CC(CC(=O)NC(c2ccccc2)c2ccccc2)C(=O)N1Cc1ccc(C(C)(C)C)cc1 (stereo unspecified)
  -11.7, -8.3%
Cc1ccc(S(=O)(=O)NC(=O)Cn2nnc(-c3ccccc3)c2COc2ccc3ccccc3c2)cc1
  23.1, 3.0%
CC(=O)c1ccc(-c2cnc3c(NC=O)cc(-c4ccc(N5CCN(C)CC5)cc4)cn23)cc1
  63.2, -13.8%
Cc1ccc(OCc2nc3ccccc3n2C(C(=O)Nc2c(C)cccc2C)C2CC2)cc1 (stereo unspecified)
  106.2, ?
Nc1ncnc2c1ncn2[C@@H]1O[C@H](CNC(=O)OC[C@@H](N)Cc2ccccc2)[C@@H](O)[C@H]1O
  -4.7, 7.9%
CC1(C(=O)NS(=O)(=O)c2ccc(C#N)cc2)CCN1C(=O)CCc1ccc(Cl)cc1Cl (stereo unspecified)
  33.9, 22.3%
CC(=O)Oc1ccccc1Cn1c(C)c(C(=O)N(C)Cc2ccc(F)cc2)sc1=O
  ?, -3.0%
CC(C)(C)c1ccc(C(=O)N2CCC2(C)C(=O)Nc2ccc3[nH]ncc3c2)cc1 (stereo unspecified)
  ?, -2.9%
CC(C)(C)NC(=O)C1c2ccccc2OCC(=O)N1CCCN1CCOCC1 (stereo unspecified)
  -0.8, 9.3%
COc1cccc(C(=O)N2C(C(C)C)COc3cc(Br)ccc3S2(=O)=O)c1 (stereo unspecified)
  24.9, -2.7%
CCN(CC)CCNc1ccc(CO)c2oc3cc(Cl)ccc3c(=O)c12
  -28.3, -13.1%
Cc1ccc(-c2nc3ccc(C)cn3c2Cc2cccc(Cl)c2)cc1
  24.6, -9.8%
COc1ccc(C(C#N)=C2C=CC(=NO)c3ccccc32)cc1
  -90.8*, 12.6µM*
Clc1ccc2nc(C3CCCCC3)c(Cc3ccsc3)n2c1
  1.7, 0.0%
O=C(Nc1ccc(F)c(Cl)c1)c1csc(COCCO)n1
  24.2, -1.4%

The list continues.
Under each structure: HCMV antiviral, AMA1-RON2 inh
Cc1ccc(CC2(C)C(=O)Nc3c(Cl)cccc32)cc1 (stereo unspecified)
  -36.6, 6.0%
Cc1cc(F)ccc1-c1cc(C(=O)NCc2ccc(C(F)(F)F)cc2)[nH]n1
  2.3, 14.1%
Cn1c(SCC(=O)NCCC2=CCCCC2)nnc1C(F)(F)F
  70.2, 7.3%
Cc1ccc(C)c(N2CCN(C(c3ccccc3)c3nnnn3C(C)(C)C)CC2)c1 (stereo unspecified)
  -12.2, 14.4%
COc1ccc(CCCNC(=O)C2(C)Cc3c(-c4ccc(NC(C)=O)cc4)ccnc3O2)cc1 (stereo unspecified)
  -7.3, -6.6%

Bioassay records: PubChem BioAssay, National Center for Advancing Translational Sciences (NCATS)
